TrxR1 inh – qHTS Assay for Inhibitors of Mammalian Selenoprotein Thioredoxin Reductase 1 (TrxR1): qHTS; Thioredoxin reductase 1, cytoplasmic (Rattus norvegicus), O89049; recombinant rTrxR1, NADPH fluorescence consumption, selenite substrate; Potency, µM (titrated, usually from 114 µM), for the others: top-dose activity change, negative = inhibition, most hits filed as inhibitors; 1% of 390,000 active; also: potency is read from the fitted curve at half-maximal effect; % is scaled to controls: 0 for no effect and ±100 for the full control effect; nearly all actives have a fitted effect of over 65% in size
Target sequence (O89049 whole entry, looked up): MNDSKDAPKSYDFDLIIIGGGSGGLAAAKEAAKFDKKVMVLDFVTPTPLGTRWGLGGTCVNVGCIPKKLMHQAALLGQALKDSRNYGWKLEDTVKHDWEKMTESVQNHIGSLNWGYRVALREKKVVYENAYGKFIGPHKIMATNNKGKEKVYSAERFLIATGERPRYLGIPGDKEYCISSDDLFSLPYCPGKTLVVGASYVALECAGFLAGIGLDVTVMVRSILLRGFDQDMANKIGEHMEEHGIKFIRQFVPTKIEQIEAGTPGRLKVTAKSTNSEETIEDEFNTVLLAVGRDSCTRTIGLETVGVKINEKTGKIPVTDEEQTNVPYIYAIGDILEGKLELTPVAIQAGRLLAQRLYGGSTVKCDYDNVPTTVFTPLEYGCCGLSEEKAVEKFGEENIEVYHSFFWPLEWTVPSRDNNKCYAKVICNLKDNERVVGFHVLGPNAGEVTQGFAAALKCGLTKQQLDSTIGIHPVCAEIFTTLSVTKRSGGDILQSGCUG
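Rat TrxR1 (90 nM in the dispensed reagent) was pre-reduced with 400 uM NADPH for 5 min at room temperature, then incubated with compound for 15 min. After 400 uM selenite was added, NADPH fluorescence (Ex 340/Em 450 nm) was followed for 8 min.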
D2 ag – HTS Assay for Allosteric Agonists of the Human D2 Dopamine Receptor: Primary Screen for Agonists; D(2) dopamine receptor (Homo sapiens), P14416; HEK293 T-REx D2 cells, calcium flux agonist mode; activation, % at 2 µM; 0.53% of 340,000 active;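 active = activation over 3 SD above normal in the single-dose calcium agonist read, cut at about 30% in these data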; also: 0% is about no effect
Target sequence (P14416 whole entry, looked up): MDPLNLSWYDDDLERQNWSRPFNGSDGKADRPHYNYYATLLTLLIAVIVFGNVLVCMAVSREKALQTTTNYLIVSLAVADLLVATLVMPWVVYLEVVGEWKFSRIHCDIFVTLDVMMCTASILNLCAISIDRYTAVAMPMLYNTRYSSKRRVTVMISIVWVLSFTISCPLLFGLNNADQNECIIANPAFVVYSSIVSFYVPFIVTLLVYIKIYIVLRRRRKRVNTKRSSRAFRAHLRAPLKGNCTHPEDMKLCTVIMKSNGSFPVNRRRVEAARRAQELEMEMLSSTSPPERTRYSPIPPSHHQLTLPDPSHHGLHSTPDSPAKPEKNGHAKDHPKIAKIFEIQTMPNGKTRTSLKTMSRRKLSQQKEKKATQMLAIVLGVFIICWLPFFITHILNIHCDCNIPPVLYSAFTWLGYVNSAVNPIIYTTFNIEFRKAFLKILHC
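Calcium-flux readout, 1 cycle/sec over 180 s following compound pin transfer, in inducible HEK293 Trex D2 cells (force-coupled); dopamine controls included. Positive calcium responses during this window marked compounds as potential agonists.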
D2 antagonist – HTS Assay for Allosteric Antagonists of the Human D2 Dopamine Receptor: Primary Screen for Antagonists. inhibition, % at 10 µM. AID 485344, 2010. HEK293 TREx D2 cells, calcium flux, dopamine EC80. 2% of 340,000 active. D(2) dopamine receptor (Homo sapiens), P14416; in the data active = inhibition above about 30%; also: 0% is about no effect
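HEK293 T-REx D2 cells, tet-induced, calcium dye no-wash. Cpd pintool add, 180 s kinetic, then EC80 DA, 180 s kinetic. Ca flux read.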
TRHR agonist – qHTS for Small Molecule Agonists and Allosteric Enhancers of Human TRH Receptor: Primary Screen for Agonists | TRHR cells, calcium flux fluo-8, FDSS agonist mode | activation, % at 2 µM | 0.18% of 360,000 active | AID 493084, 2011; in the data active = activation above about 30%; also: 0% is about no effect
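Fluo-8-loaded TRHR cells; 10 s baseline, compound added, kinetic Ca2+ fluorescence read 1/s, agonist mode.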
TRHR PAM – qHTS for Small Molecule Agonists and Allosteric Enhancers of Human TRH Receptor: Primary Screen for Enhancers; enhancement, % at 2 µM; TRHR cells, fluo-8 calcium fluorescence, EC20 TRH enhancement; AID 493056, 2011; Thyrotropin-releasing hormone receptor (Homo sapiens), P34981; 0.66% of 360,000 active; in the data active = enhancement above about 30%; also: 0% is about no effect
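TRHR-expressing cells loaded with fluo-8 calcium dye were read kinetically (ex 480/em 530) during compound addition, then stimulated with an EC20 of TRH (10 nM final). Enhancement of the Gq-mediated intracellular calcium response was scored.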
mIDH1 inhibitor – qHTS for Inhibitors of mutant isocitrate dehydrogenase 1 (IDH1): qHTS. Isocitrate dehydrogenase [NADP] cytoplasmic (Homo sapiens), O75874. IDH1-R132H enzyme, NADPH consumption, diaphorase/resazurin fluorescence. Potency, µM (top dose mostly 76.6 µM), inactives show at the highest dose activity change, negative = inhibition, usual class: inhibitors. 0.093% of 390,000 active; also: potency is read from the fitted curve at half-maximal effect; % is scaled to controls: 0 for no effect and ±100 for the full control effect; nearly all actives have a fitted effect of over 65% in size
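IDH1-R132H (0.5 ug/mL) preincubated 30 min with compound, then NADPH (0.016 mM) and alpha-KG (2 mM) added; 80 min at RT, pH 7.5. Remaining NADPH coupled via diaphorase/resazurin to fluorescence (540/590 nm); concentration-response curves normalized to no-enzyme control.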
TrxR1 substrate – qHTS Assay for Substrates of Mammalian Selenoprotein Thioredoxin Reductase 1 (TrxR1): qHTS; Thioredoxin reductase 1, cytoplasmic (Rattus norvegicus), O89049; purified TrxR1 substrate turnover, NADPH consumption readout; Potency, µM (titrated, usually from 114 µM), for the others: at the top dose activity change, negative = substrate turnover; 0.01% of 390,000 active; AID 588456, 2011; also: potency is read from the fitted curve at half-maximal effect; % is scaled to controls: 0 for no effect and ±100 for the full control effect; nearly all actives have a fitted effect of over 50% in size
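Rat TrxR1, dispensed at 90 nM, was prereduced with 400 uM NADPH (final) for 5 min at ~22 deg C, then incubated with compound 15 min before 400 uM selenite. A first-read NADPH fluorescence drop versus no-compound background flagged substrates.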
USP1-UAF1 inh – Inhibitors of USP1/UAF1: Primary Screen. recombinant USP1/UAF1, Ub-Rhodamine cleavage fluorescence. Potency, µM (top dose mostly 57.1 µM), for inactives: top-dose activity change, negative = inhibition, hits mostly inhibitors. Ubiquitin carboxyl-terminal hydrolase 1 (Homo sapiens), O94782. 0.23% of 390,000 active; also: potency is read from the fitted curve at half-maximal effect; % is scaled to controls: 0 for no effect and ±100 for the full control effect; nearly all actives have a fitted effect of over 60% in size; inactives centre near -12
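High-throughput fluorogenic screen: 1nM USP1/UAF1 complex, Ub-Rho substrate 150nM final, 50mM HEPES pH 7.8 with 0.5mM EDTA, 0.1 mg/ml BSA, 1mM TCEP and 0.01% Tween-20.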
Pin1 inhibitor – qHTS Assay to Find Inhibitors of Pin1; Peptidyl-prolyl cis-trans isomerase NIMA-interacting 1 (Homo sapiens), Q13526; Pin1 FP peptide displacement, HiFluor488, 10 min; Potency, µM (doses to about 115 µM), for inactives: at the top dose activity, negative = inhibition, usual class: inhibitors; 0.009% of 390,000 active; AID 504891, 2011; active = well fitted inhibition curve with a large enough effect in the polarisation, with a control signal flat, not every such curve was filed as active; inconclusive = small, poorly fitted or top-dose-only effect, or effect the other way, or a change in a side signal; inactive = no such curve, though single readings can be large or run the other way; the % refers to the polarisation; also: potency is read from the fitted curve at half-maximal effect; % is scaled to controls: 0 for no effect and ±100 for the full control effect
Numbers without * were called inactive; ? = inconclusive; . = not tested or not shown; [ ] = dose if it differs, or a comment. Unless noted, calls follow the shape of the dose curve; as a rule, active = well fitted inhibition curve with a large enough effect; inconclusive = small, poorly fitted or top-dose-only effect; inactive = no such curve, though single readings can be large or run the other way.

A first look, two compounds:
SMILES	TrxR1 inh	D2 ag	D2 antagonist	TRHR agonist	TRHR PAM	mIDH1 inhibitor	TrxR1 substrate	USP1-UAF1 inh	Pin1 inhibitor
COc1ccccc1CNC(=O)OCc1nccnc1C(=O)Nc1ccc(Br)cn1	19%	1.8	-12	0.9	7	-4%	2%	-21%	-6%
N#CCC(=O)N1CCCCCC1	5%[57.1 µM]	0.4	-15	0.6	6	2%	1%[57.1 µM]	-15%	-6%

This part in full, from the start:
SMILES	TrxR1 inh	D2 ag	D2 antagonist	TRHR agonist	TRHR PAM	mIDH1 inhibitor	TrxR1 substrate	USP1-UAF1 inh	Pin1 inhibitor
COc1ccccc1CNC(=O)OCc1nccnc1C(=O)Nc1ccc(Br)cn1	19%	1.8	-12	0.9	7	-4%	2%	-21%	-6%
N#CCC(=O)N1CCCCCC1	5%[57.1 µM]	0.4	-15	0.6	6	2%	1%[57.1 µM]	-15%	-6%
COc1ccc(C(CNC(=O)C(CCSC)NC(=O)c2ccccc2Cl)N2CCOCC2)cc1 (centres undefined)	2%	0.1	-10	0.0	0	4%	-1%	-14%	7%
CCc1cc(CNC(=O)c2cc(COc3ccc(C)nc3)on2)on1	-10%	-0.9	12	0.0	2	0%	-2%	-17%	0%
COc1ccc(-c2cccc(NS(=O)(=O)c3cc([N+](=O)[O-])ccc3Cl)c2)nn1	-5%[57.1 µM]	-0.2	4	-0.4	-5	3%	-4%[57.1 µM]	-10%	-1%
O=C(c1ccccc1[N+](=O)[O-])N1CCc2ccccc2C1	-2%	0.0	18	-0.4	0	2%	-3%	-9%	-5%
CCCC(=O)Nc1ccc(C(=O)COC(=O)C2CC2)cc1	-1%	.	.	.	.	-6%	-11%	-8%	4%
CCS(=O)(=O)Nc1ccc2c(c1)OCO2	14%[57.1 µM]	1.0	-2	3.2	8	0%	3%	-9%	0%
CCN(CC(=O)NCc1ccc(F)cc1)C(=O)/C=C/c1ccc(OC)c(S(=O)(=O)NC(C)C)c1	35%[activator]	-0.7	33*	0.0	-1	-6%	6%	-17%	-4%
S=C(NCc1cccs1)NCC1CCCO1 (centres undefined)	14%[57.1 µM]	0.1	-11	0.0	-3	10%	-15%[57.1 µM]	-16%	0%
CC(C)c1onc(C(=O)NCc2ccccn2)c1[N+](=O)[O-]	33%	0.6	18	0.5	31*	2%	4%	-10%	-3%
CC1(C)C(c2ccccc2)=[N+]([O-])CN1O	-2%	-0.2	-8	0.0	-1	6%	-5%	-6%	-9%
CC(=O)N(C1=C(Cl)C(=O)c2ccccc2C1=O)c1ccc(C(=O)O)cc1	?	1.8	-11	8.3	8	6%	?	14µM*	-13%
COC(=O)c1ccccc1C(=O)N(c1ccccc1)c1ccccc1	8%[57.1 µM]	.	.	.	.	3%	12%[57.1 µM]	-8%	-2%
COc1cc(C(=O)NNC(=O)C2CC2)cc(OC)c1OC	20%	-0.4	1	0.3	-1	15%	0%	-15%	-1%
CC(=O)N(C)c1ccc(NC(=O)c2ccco2)cc1	-15%	0.5	-5	-0.1	-1	8%	-11%	-16%	0%
Cc1c(Cl)ccc2c(C(=O)NC(C)c3ccncc3)cc(-c3ccncc3)nc12 (centres undefined)	.	0.6	11	1.3	-4	.	.	.	.
Cc1ccccc1OCC(=O)OCC(=O)NCc1cccs1	15%[57.1 µM]	-0.4	-3	-0.4	-1	2%	9%[57.1 µM]	-7%	0%
COc1ccc(NC(=O)c2ccc3nc(-c4ccccc4)c(-c4ccccc4)nc3c2)c(OC)c1	-13%	0.2	-1	-0.1	0	3%	-10%	-2%	?
Cn1c(SCC(=O)N2CCN(c3ccccc3)CC2)nnc1-c1ccncc1	1%[57.1 µM]	-0.1	11	-0.3	11	1%	4%[57.1 µM]	-18%	-5%
CCOC(=O)c1c(NC(=O)CSc2nnc(C)c(=O)[nH]2)sc(C)c1C	.	-0.9	-7	0.8	3	.	.	.	.
CCN(CC)C(=O)c1sc(NC(=O)Cc2ccc(OC)cc2)c(C#N)c1C	-8%	0.1	8	0.3	5	9%	-6%	-9%	-2%
C=CCOC(=O)C1=C[C@H](c2cn(C(C)=O)c3ccccc23)C[C@H](OCCCCO)O1	0%	0.2	2	-0.3	3	-4%	-1%	-4%	3%
CCOc1cc(-c2noc(-c3ccncc3)n2)cc(Br)c1OC	9%	0.2	3	-1.1	5	4%	1%	-28%	6%
COc1cccc(-c2cc(C(=O)NC3CCCC3)no2)c1	31%	0.1	-8	-0.2	-1	12%	0%	-15%	-5%
S=c1[nH]nc(-c2ccncc2)n1/N=C/c1cccc(Cl)c1	-3%	15	-2	0.6	12	15%	-1%	-17%	3%
CC(=O)OCC(=O)Nc1ccc(Br)c(C)c1	-2%[57.1 µM]	.	.	0.1	0	0%	4%[57.1 µM]	-18%	-1%
Cc1ccc(SCC(=O)OCc2csc(CC(=O)Nc3ccccc3C)n2)cc1C	23%	1.1	-56	0.7	5	-2%	-1%	-18%	53%[activator]
CC1CN(C2CCCCC2)c2nc3c(c(=O)n(C)c(=O)n3C)n2C1 (centres undefined)	5%	-0.7	39*	-0.2	1	-1%	1%	-14%	0%
CC[C@@]1(C(=O)OC)N[C@H](CN(C)C(C)=O)[C@@H]2C(=O)N(Cc3ccccc3)C(=O)[C@@H]21	9%	.	.	.	.	-4%[38.3 µM]	3%	-24%	10%
Cc1ccc(C)c(-c2cc(C(=O)Nc3nccs3)c3ccccc3n2)c1	16%	0.3	-1	0.4	-2	3%	-2%	-4%	13%
CCCOC(=O)c1ccc(NC(=O)c2ccoc2C)cc1	-20%[57.1 µM]	0.3	0	-0.3	-4	10%	9%[57.1 µM]	-18%	-1%
Cc1ccc(CN2C(=O)N/C(=C/c3ccc(-c4ccc(C(=O)O)cc4)o3)C2=O)cc1	-16%	-0.3	-1	-0.7	-5	-4%	17%	-14%	-21%
N#C/C(=C\c1ccc(OC(F)F)cc1)C(=O)N1CCCCC1	?	0.7	1	0.3	-2	3%	-2%	-26%	-2%
COc1ccc(NC(=S)NCCc2ccccc2)c(C)c1	14%	-0.7	1	-0.6	-18	2%	3%	-17%	-6%
Cn1c2ccccc2c(=O)c2cc(C#Cc3cccc(N)c3)ccc21	18%	.	.	-0.3	-5	15%	9%[57.1 µM]	-10%	1%
Cc1oc2ncn(C)c(=O)c2c1C(=O)NCCCN1CCCCC1C (centres undefined)	3%	0.6	.	1.0	30	-7%	-4%	-4%	-4%
Cc1ccc(NC(=O)CN(C)CC(=O)Nc2ccccc2C(=O)Nc2ccccc2)cc1	25%[57.1 µM]	-2.8	9	-0.7	5	21%	8%[57.1 µM]	-17%	2%
CCOc1cc2c3c(c1)C(C)CC(C)(C)N3C(=O)C2=O (centres undefined)	16%	-1.5	0	-1.8	-6	7%	8%	-3%	3%
O=C(Nc1ccc2c(c1)OCO2)c1ccc(Br)c(S(=O)(=O)N2CCCC2)c1	-5%[57.1 µM]	.	.	-0.6	-6	1%	-8%	-10%	0%
CCOc1ccccc1/C=N/NC(=O)CNC(=O)COc1ccccc1	17%[57.1 µM]	.	.	-0.2	6	43%[activator]	12%[57.1 µM]	-6%	28%
COc1ccc(S(=O)(=O)N2CCOC23CCN(C(=O)c2ccccc2Br)CC3)cc1	-2%	-0.1	26	-0.9	-12	1%	-5%	-23%	-13%
O=C(Cc1cccs1)Nc1ccccc1	19%	0.3	-6	1.1	0	13%	1%	-21%	7%
CCn1ccc(C(=O)N2CCN(c3ncccn3)CC2)n1	24%	2.6	2	0.4	5	-5%	5%	-8%	3%
O=C(COC(=O)c1cccc(S(=O)(=O)NCc2ccccc2)c1)c1ccc2c(c1)OCCO2	19%	0.7	-10	1.1	2	1%	8%	-15%	28%
CC(C)(C)OC(=O)N1CCC(c2c(C(=O)N3CCN(C(=O)c4ccco4)CC3)cnn2-c2ccc(F)cc2)CC1	7%	.	.	-0.3	-1	-5%	1%	-9%	0%
c1cc2c3c(cccc3c1)NC1(CCCCC1)N2	23%	-1.5	4	-0.6	-4	7%	15%	-16%	0%
CCN(c1ccccc1)c1ncnc2c1cnn2-c1ccc(C)cc1C	3%[57.1 µM]	0.8	.	-0.4	3	-13%	-3%[57.1 µM]	-8%	-1%
O=C(N/N=C/c1ccccn1)c1ccc2nc[nH]c2c1	34%[activator][57.1 µM]	0.3	-4	0.6	0	8%	9%[57.1 µM]	-1%	1%
Cc1occc1C(=O)NNC(=O)c1ccc(S(=O)(=O)N(C)C)cc1	-9%	0.4	13	0.1	-6	1%	-3%	-2%	2%
COc1ccc(CCN(Cc2cc3cccc(C)c3[nH]c2=O)C(=O)NC2CCCCC2)cc1OC	-4%	0.2	31*	-0.7	-1	5%	4%[57.1 µM]	-20%	0%
Cc1occc1C(=O)NCc1ccc(C(=O)O)o1	0%[57.1 µM]	0.6	5	-1.0	14	12%	7%[57.1 µM]	-14%	-22%

Screens as filed in PubChem.

Only part of the results is shown; count on the stated rates, not on these rows.
